D2 antagonist – D2 dopamine receptor (human) antagonism. AID 485344. hit rate 2% among 340,000. inhibition, % at 10 µM. HEK293 TREx D2 cells, calcium flux, dopamine EC80; in the data active = inhibition above about 30%; note: 0% is about no effect
Target sequence (P14416 whole entry, looked up): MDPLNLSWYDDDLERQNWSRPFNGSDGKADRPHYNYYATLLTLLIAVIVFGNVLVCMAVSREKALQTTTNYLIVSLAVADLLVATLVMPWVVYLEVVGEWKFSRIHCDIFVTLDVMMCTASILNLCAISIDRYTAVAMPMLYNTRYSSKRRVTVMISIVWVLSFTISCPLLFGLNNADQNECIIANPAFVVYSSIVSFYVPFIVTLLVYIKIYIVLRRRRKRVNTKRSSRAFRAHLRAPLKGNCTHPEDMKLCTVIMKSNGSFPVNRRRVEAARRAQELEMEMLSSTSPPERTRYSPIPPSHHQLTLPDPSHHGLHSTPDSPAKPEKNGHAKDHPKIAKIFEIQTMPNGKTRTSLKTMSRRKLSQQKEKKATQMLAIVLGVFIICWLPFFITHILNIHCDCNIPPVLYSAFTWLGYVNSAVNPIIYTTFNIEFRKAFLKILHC
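In this primary screen, negative modulation is detected by tracking calcium flux after an EC80 dopamine challenge in inducible HEK293 T-REx D2 cells preexposed to test compound for 180 s.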
RGS4 inh – human RGS4 inhibition; P49798; Transcreener GDP fluorescence polarization, RGS4-accelerated GTP hydrolysis; Potency, µM (highest dose often 114 µM), without a hit: at the top dose activity change, negative = inhibition, hits mostly inhibitors; hit rate 0.039% among 390,000; AID 504845; note: potency is the fitted concentration of half-maximal effect; % is set by controls: 0 for no effect and ±100 for the full control effect; nearly all actives have a fitted effect of over 75% in size; some results filed as inactive show a strong effect at the top dose
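MLSMR compounds (23 nl, pin-transferred) preincubated 10 min at room temperature with a 500nM (2x) first reagent, then RGS4 at 900nM (2x) plus Transcreener GDP mix added; fluorescence polarization (620/688 nm) read before and after 90 min at 30 °C.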
Vif-A3F inh – blocks the Vif interaction with APOBEC3F | hit rate 0.2% among 390,000 | HeLa A3F-eYFP + Vif (tagged APOBEC3F with the HIV-1 protein that degrades it), YFP fluorescence increase | Potency, µM (series often up to 46.1 µM), for inactives: at the highest dose activity, negative = active; note: potency is the fitted concentration of half-maximal effect; % of control where 0% means no effect; nearly all actives have a fitted effect of over 65% in size
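Fluorescence increase (Ex 488/Em 500-530) after overnight compound treatment at 37 deg C flags inhibition of Vif-driven A3F-eYFP loss in stable HeLa A3F-eYFP/Vif cells seeded overnight beforehand.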
Vif-A3G inh – blocks the Vif interaction with human APOBEC3G | Potency, µM (highest dose often 46.1 µM), inactives show at the top dose activity, negative = active, most hits filed as inhibitors | AID 602310 | HeLa A3G-eYFP + Vif (tagged APOBEC3G with the HIV-1 protein that degrades it), YFP fluorescence, overnight | hit rate 0.076% among 410,000;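 note: potency is the fitted concentration of half-maximal effect; % is set by controls: 0 for no effect and ±100 for the full control effect; nearly all actives have a fitted effect of over 60% in size; hits raise eYFP signal because A3G escapes Vif-driven loss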
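HeLa cells stably expressing Vif and C-terminally eYFP-tagged A3G, seeded overnight at 37 deg C, then exposed to compound by pintool overnight at 37 deg C. Rise in yellow fluorescence (Ex 488/Em 500-530, Acumen) marks blocked Vif-driven A3G degradation.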
GRP78 ERSR act – inducers of ER stress response in human glioma cells; U87-MG GRP78 promoter luciferase reporter, 16 h; AID 602332; hit rate 0.02% among 420,000; Potency, µM, inactives show at the top dose activation, hits mostly activators; note: potency is the fitted concentration of half-maximal effect; series mostly up to about 76 µM; % of control where 0% means no effect; nearly all actives have a fitted effect of over 35% in size
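Stably transfected U87-MG glioma cells carrying a GRP78-based luciferase sensor; 16 h compound incubation. Luminescence end-point read 10 min after Bright-Glo addition at room temperature.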
ALOX12 inh – ALOX12 (human) lipoxygenase inhibition. hit rate 1.1% among 580,000. P18054. Potency, µM (highest dose often 108 µM), inactives show at the highest dose activity change, negative = inhibition, actives largely listed as inhibitors. purified 12hLO, xylenol orange hydroperoxide absorbance; note: potency is the fitted concentration of half-maximal effect; % is set by controls: 0 for no effect and ±100 for the full control effect
Target sequence (P18054 whole entry, looked up): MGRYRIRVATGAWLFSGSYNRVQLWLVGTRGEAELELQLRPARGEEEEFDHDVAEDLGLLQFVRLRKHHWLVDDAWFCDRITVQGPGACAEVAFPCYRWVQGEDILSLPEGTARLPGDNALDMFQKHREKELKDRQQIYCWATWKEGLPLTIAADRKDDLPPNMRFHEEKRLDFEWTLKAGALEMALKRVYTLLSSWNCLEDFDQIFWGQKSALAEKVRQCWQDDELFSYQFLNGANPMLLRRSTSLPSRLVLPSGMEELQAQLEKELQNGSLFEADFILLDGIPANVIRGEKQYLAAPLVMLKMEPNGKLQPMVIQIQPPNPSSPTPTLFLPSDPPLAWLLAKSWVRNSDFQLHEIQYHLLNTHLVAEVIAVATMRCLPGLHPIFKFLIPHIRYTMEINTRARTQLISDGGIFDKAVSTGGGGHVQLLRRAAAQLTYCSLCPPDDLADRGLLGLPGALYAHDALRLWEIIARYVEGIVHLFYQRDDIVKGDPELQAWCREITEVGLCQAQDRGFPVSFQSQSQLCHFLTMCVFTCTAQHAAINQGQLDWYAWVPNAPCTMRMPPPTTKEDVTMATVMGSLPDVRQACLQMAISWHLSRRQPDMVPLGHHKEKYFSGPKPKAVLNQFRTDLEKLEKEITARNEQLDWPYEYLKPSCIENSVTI
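Purified human 12hLO at 150 nM in 25 mM Hepes, 0.01% Triton X-100, pH 7.0, preincubated 15 min at room temperature with compound. Reaction started with 40 uM arachidonic acid, 30 min at room temperature. Hydroperoxide measured by Fe-xylenol orange, 573/405 nm absorbance ratio.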
ERG Ets-DNA blk – inhibitors of human ERG Ets domain-DNA interaction | Potency, µM (series often up to 76.9 µM), inactives show top-dose FP activity, negative = inhibition, hits mostly inhibitors | P11308 | hit rate 0.028% among 370,000 | fluorescence polarization, His-ERG Ets domain / labelled DNA | AID 624246; active = well fitted inhibition curve with a large enough effect in the polarisation, with a control signal flat; inconclusive = small, poorly fitted or top-dose-only effect, or effect the other way, or a change in a side signal; inactive = no such curve, though single readings can be large or run the other way; the % refers to the polarisation;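 note: polarization taken with two DNA probes labelled with fluorescein and Texas red; potency is the fitted concentration of half-maximal effect; % of control where 0% means no effect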
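His-tagged ERG Ets domain (1 uM in the protein solution; 300mM KCl, 50mM Tris-HCl, 1mM EDTA, 1mM DTT, pH 7.5) received compound, then a probe mix of 5 nM fluorescein-DNA and 100nM Texas-615-DNA. Fluorescence polarization was read for both dyes.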
LDHA inh – LDHA (human) enzyme inhibition; hit rate 0.15% among 480,000; AID 1347041; activity change, % (values are at about 110 or 230 µM); P00338; purified LDHA, NADH/diaphorase-resazurin fluorescence; hits give low values; in the data active = activity change below about -30%; inconclusive = mostly about -25% to -30%;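 note: plate controls were DMSO wells for no effect and wells without enzyme for full effect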
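Remaining NADH was detected by diaphorase (0.133 mg/mL) converting 37 µM resazurin to fluorescent resorufin, read at 0 and 20 minutes. The preceding 5-minute room-temperature reaction used 2 nM LDHA, 0.2 mM sodium pyruvate and 0.06 mM NADH at pH 7.4.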
D2 agonist – agonists of human D2 dopamine receptor. P14416. HEK293 T-REx D2 cells, calcium flux agonist mode. activation, % at 2 µM. hit rate 0.53% among 340,000;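 active = activation over 3 SD above normal in the single-dose calcium agonist read, cut at about 30% in these data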; note: 0% is about no effect
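Agonism is scored from calcium flux in a force-coupled, inducible HEK293 cell line expressing D2, read kinetically for 180 s after compound addition against dopamine controls.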
Active calls of the source: *; ? = inconclusive; nt = not tested or not shown; [ ] = another dose, or the depositor's remark. Unless noted, calls come from the whole dose curve; as a rule, active = well fitted curve in the direction sought with a large enough effect; inconclusive = small, poorly fitted or top-dose-only effect, or another doubt; inactive = no such curve, though single readings can be large; an effect the other way counts as inactive or inconclusive. A portion of the library (hit frequency here may not be typical).

Every second line gives: Vif-A3G inh	ERG Ets-DNA blk	RGS4 inh	GRP78 ERSR act	ALOX12 inh	D2 agonist	Vif-A3F inh	D2 antagonist	LDHA inh
1) COc1ccc(Cc2nnc(SC)[nH]c2=O)cc1OC
 : 0.0%	8.4%	-4.9%	-4.1%	223.3%[activator][57.4 µM]	1.1	-2.3%	12.4	-15.4
2) CCNC(=S)NS(=O)(=O)c1ccc(C)cc1
 : -3.5%	6.7%	0.6%	-4.7%	?	1.1	?	6.6	-8.1
3) CN(C)C(=O)COc1ccc2c3c(c(=O)oc2c1)CCCC3
 : 0.3%	2.6%	-8.7%	6.8%	0.0%	0.4	-5.8%	-3.8	-12.7
4) C=CCO/N=C/C1=C(O)C(C(=O)OC)C(C)(C)CC1=O (stereo not drawn)
 : -0.7%	0.5%	2.7%	-6.3%	?	-0.2	-1.2%	13.1	-12.3
5) Cc1cc(Br)cn2c(Cc3ccccc3)c(-c3ccc(F)cc3)nc12
 : -9.9%	nt	nt	11.1%	?	nt	nt	nt	-6.4
6) Cc1ccc(CS(=O)(=O)c2ccc(C(=O)N3CCN(c4ccccn4)CC3)cc2[N+](=O)[O-])cc1
 : -1.4%	-7.6%	10.3%	-5.2%	0.2%	0.4	?	19.8	-6.7
7) CCOc1cc(C(=O)OCc2ccc(C(=O)OC)o2)cc(Br)c1OC
 : -5.6%	2.6%	-11.5%	-4.5%	nt	0.1	-0.1%	-5.7	-3.6
8) CCN(CC)c1nn2c(=O)c(C(=O)NCc3ccc(N(C)C)cc3)cnc2s1
 : 1.0%	1.0%	-20.5%	-3.0%	-20.9%	0.9	4.7%	nt	-0.4
9) CSc1nnc(C)c(=O)n1COC(=O)COc1ccccc1F
 : 2.8%	8.7%	-1.4%	3.4%	8.4%	0.3	7.9%	-3.7	5.5
10) COc1cc(/C=N/NC(=O)c2cc(C)oc2C)ccc1OCc1ccccc1
 : -0.6%	-1.6%	-9.2%	2.9%	0.0%	-1.6	3.1%	10.8	-10.0
11) CN(CC(=O)Nc1ccccc1Br)C(=O)CN1CCN(Cc2cccc(Cl)c2)CC1
 : -2.8%	5.3%	-37.1%	-5.7%	-11.4%	nt	-9.1%	nt	-7.0
12) CCCC(c1nnnn1Cc1ccco1)N1CCN(C(=O)c2ccco2)CC1 (stereo not drawn)
 : 0.9%	1.5%	-20.5%	-2.7%	-3.5%	1.3	-16.6%	-10.4	2.3
13) CCOC(=O)c1cnn(-c2nc(OCC)cc(OCC)n2)c1C
 : -4.9%	-3.3%	10.8%	-3.3%	-5.0%	-1.1	-0.2%	-2.7	-3.6
14) CCN(CCCNC(=O)CN1N=C(c2ccc(OC)cc2)CCC1=O)c1cccc(C)c1
 : 4.2%	4.7%	-1.6%	-3.0%	-15.6%	-0.5	0.5%	nt	6.4
15) O=c1[nH]cc(S(=O)(=O)NCc2ccccc2)c(=O)[nH]1
 : 1.5%	-11.0%	-1.3%	-1.2%	0.0%	0.1	1.2%	1.4	-1.0
16) CCCN(CC(=O)Nc1ccccc1C)C(=O)/C=C/c1ccc(S(=O)(=O)N2CCCCCC2)cc1
 : 0.8%	14.5%	-18.1%	-6.1%	10.2%	1.0	4.7%	-6.3	-1.1
17) COc1ccc(NC(=O)C(C(C)C)N2Cc3ccccc3C2=O)cc1 (stereo not drawn)
 : 0.2%	5.8%	8.4%	-2.2%	-21.4%	nt	-3.9%	nt	2.7
18) Cc1ccc2c(c1)CCCN2C(=O)Nc1ccc2c(c1)OCO2
 : -3.2%	11.7%	?	3.3%	0.0%	0.2	-0.3%	-8.9	16.2
19) CC(C)c1ccc(NC(=O)c2cc(S(=O)(=O)N(C)C3CCCCC3)ccc2F)cc1
 : 4.4%	-2.2%	8.0%	-1.6%	-15.7%	-0.2	0.6%	nt	4.3
20) Cc1ccnc(SCc2cc(=O)c(OC(=O)c3ccco3)co2)n1
 : -0.4%	-8.1%	-26.3%	-1.2%	-21.1%	-0.4	2.5%	3.0	-2.6
21) CN1C(=O)/C(=C/c2ccc(C(F)(F)F)cc2)Sc2ccc(C(=O)N3CCN(c4ccccn4)CC3)cc21
 : 3.4%	5.0%	-6.5%[11.4 µM]	-1.8%	-15.7%	0.3	2.3%	13.4	1.1
22) CC1CCN(C(=S)c2ccc([N+](=O)[O-])cc2)CC1
 : -0.5%	-13.9%	-52.6%	-3.9%	?	-0.3	-1.7%	-14.4	0.5
23) COc1ccc(C(=O)NNC(=O)c2ccncc2)cc1
 : 3.7%	-8.0%	21.0%	-1.9%	10.4%	3.4	-5.5%	-12.2	-6.4
24) Cc1nnc(SCC(=O)NCc2ccccc2)s1
 : 0.3%	-4.9%	30.8%	4.4%	0.0%	0.2	-2.3%	-2.7	-3.0
25) COc1ccc(C(=O)Nc2c(O)ccc3ccccc23)cc1OC
 : 7.0%	4.3%	-22.9%	3.2%	?	nt	4.8%	nt	30.7
26) CCC(C)c1ccc(OCc2ccc(C(=O)OC)o2)cc1 (stereo not drawn)
 : -10.2%	7.2%[15.4 µM]	-8.2%	-14.9%	19.9%	-0.8	-6.7%	-13.5	-0.4
27) C=CCn1c(NC)cc(=O)n(C)c1=O
 : -0.2%	-9.4%	19.5%	-1.7%	0.0%	0.5	7.3%	6.1	-10.5
28) CCOC(=O)Cc1csc(NC(=O)/C=C/c2cccc(Br)c2)n1
 : 1.4%	9.5%	6.8%	-0.2%	-2.3%	-0.1	5.0%	7.8	-1.0
29) Cc1nn(-c2ccccc2)c(C)c1-c1nnc(C(F)(F)F)o1
 : 4.9%	4.2%	3.4%	-4.9%	nt	0.0	-0.4%	-20.3	-2.1
30) CC(=O)Oc1ccc(C(=O)Nc2cccc3c2CCCC3)cc1
 : -5.9%	-7.1%	-12.7%	1.8%	0.0%	0.2	-5.6%	-2.7	-1.9
31) Cc1cccc2c1N1C(=O)c3c(C(=O)O)cccc3C1CC2C (stereo not drawn)
 : 0.6%	-0.5%	19.2%[11.4 µM]	-0.1%	7.2%	0.3	5.7%	26.2	-1.5
32) CCOCCCNC(=O)c1cc(Sc2cccc(Cl)c2)nc2ccccc12
 : -1.3%	-1.5%	-19.7%	-3.4%	?	nt	5.7%	nt	-0.8
33) Clc1cccc(Cl)c1CO/N=C/c1cccs1
 : 1.0%	-13.5%	-0.9%	-2.6%	0.0%	nt	-3.6%	nt	-4.6
34) COc1cccc2c1C(=O)CC2NC(=O)C(F)(F)F (stereo not drawn)
 : -2.2%	0.9%	35.4%	-0.9%	0.0%	-0.1	-5.4%	5.8	-9.6
35) O=C1NC2(CCSC2)C(=O)N1CC(=O)N(Cc1ccccc1)C1CCS(=O)(=O)C1 (stereo not drawn)
 : -1.8%	-3.6%	-19.9%	-5.4%	-27.0%	-0.2	5.8%	-11.6	-1.9
36) Cc1cc2cc(CNC(=O)Nc3ccc(Cl)c(Cl)c3)ccc2n1C
 : -1.6%	-21.4%	4.6%	-1.8%	?	-1.1	-5.2%	-0.6	-10.2
37) COc1ccccc1-n1c(CCn2nc(C)c(Br)c2C)n[nH]c1=S
 : -1.4%	1.5%	-19.4%	-3.2%	?	0.7	-1.1%	-2.4	-9.3
38) CS(=O)(=O)N(CC(=O)O)c1cc(Cl)cc(Cl)c1
 : -0.9%	4.6%	27.0%	-2.3%	0.0%	0.5	-7.2%	11.5	-3.0
39) COC(=O)c1ccccc1NC(=O)CSc1nc(C)c(Cl)c(C)c1C#N
 : 1.5%	-6.7%	4.5%	-3.2%	-36.8%	0.8	0.4%	nt	-9.7
40) CC1=C(C)C(OCCCl)N(c2cc(O)c(Cl)cc2F)C1=O (stereo not drawn)
 : -2.1%	-15.5%	16.8%[11.4 µM]	1.0%	2.1%	-0.3	0.8%	-11.0	-4.8
41) CN(C)c1ccc(N=Nc2ccc(S(N)(=O)=O)cc2)cc1
 : -0.4%	-0.4%	-18.8%	1.6%	-26.5%	-0.7	?	0.8	-2.1
42) Oc1cc(NCCN2CCOCC2)cc2cccnc12
 : -12.7%	nt	-42.1%	-7.6%	-10.7%	nt	?	nt	1.0
43) Cc1ccc(NC(=O)/C(=C\c2ccccc2)NC(=O)c2ccco2)cc1
 : -0.4%	0.0%	3.1%	-2.4%	-9.4%	-1.3	-0.5%	28.6	-17.7
44) COc1ccccc1N1CCN(C(=O)c2onc(C)c2Cl)CC1
 : -20.4%	14.6%	-13.6%	-4.8%	50.1%[activator]	nt	-18.1%	nt	-5.4
45) CCOC(=O)N1CCN(C(=O)c2ccc3c(c2)N(Cc2ccccc2F)C(=O)c2ccccc2S3=O)CC1 (stereo not drawn)
 : -1.1%	0.9%	-7.0%	-1.3%	-10.5%	-0.5	4.8%	nt	-9.6
46) CCCCC(OC(=O)c1ccco1)C(=O)NCc1ccc(C)cc1 (stereo not drawn)
 : -0.1%	-2.5%	22.2%	1.3%	1.6%	-1.6	-0.4%	-27.3	-12.5
47) CCn1c(SCC(=O)NCCc2ccc(F)cc2)nnc1-c1cccs1
 : 1.3%	1.6%	-11.0%	0.8%	16.8%	nt	4.3%	-27.8	-4.8

High-throughput results: PubChem BioAssay, National Center for Advancing Translational Sciences (NCATS)
